Screening results deposited in PubChem BioAssay by National Center for Advancing Translational Sciences (NCATS).
FLuc modulator: firefly luciferase modulation, counter-screen for miR-21 project. P08659. purified FLuc, Km substrates, luminescence inhibition. Potency, µM (series often up to 57.5 µM), inactives show top-dose activity change, negative = inhibition, most hits filed as inhibitors. 6.9% of 360,000 active;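 note: potency is the fitted concentration of half-maximal effect; plate controls were vehicle for no effect and reference inhibitor for full effect; nearly all actives have a fitted effect of over 55% in size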
Target sequence (P08659 whole entry, looked up): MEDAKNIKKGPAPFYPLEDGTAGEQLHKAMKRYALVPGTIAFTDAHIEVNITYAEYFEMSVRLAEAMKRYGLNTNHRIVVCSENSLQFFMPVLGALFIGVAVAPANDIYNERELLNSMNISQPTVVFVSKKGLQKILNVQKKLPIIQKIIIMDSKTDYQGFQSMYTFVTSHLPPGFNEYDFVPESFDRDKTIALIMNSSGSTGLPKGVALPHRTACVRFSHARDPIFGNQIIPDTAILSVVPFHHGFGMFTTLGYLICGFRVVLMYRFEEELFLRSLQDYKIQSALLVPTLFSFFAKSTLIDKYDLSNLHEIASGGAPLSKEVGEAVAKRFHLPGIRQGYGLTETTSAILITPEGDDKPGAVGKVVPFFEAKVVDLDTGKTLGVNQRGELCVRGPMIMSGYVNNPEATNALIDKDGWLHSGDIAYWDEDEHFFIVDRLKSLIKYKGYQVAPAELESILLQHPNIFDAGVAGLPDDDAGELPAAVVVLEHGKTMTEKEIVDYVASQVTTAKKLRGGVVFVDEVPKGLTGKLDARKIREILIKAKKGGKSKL
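Biochemical qHTS of compounds, final roughly 60 µM downward over six points, against 10 nM purified firefly luciferase using Km concentrations of substrates (10 uM D-luciferin, 10 uM ATP) in Tris acetate pH 7.5 buffer; luminescence output.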
Coupling enz: coupling enzyme interference in Giardia aldolase counter-screen; coupling enzyme system counterscreen, AmpLite Red fluorescence; AID 2472; 0.67% of 290,000 active; activity change, negative = inhibition, % at 58.2 µM, hits read low; in the data active = activity change below about -30%; note: % is set by controls: 0 for no effect and ±100 for the full control effect
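Compounds tested against the coupling enzymes alone at 57.5 uM final; readout was AmpLite Red fluorescence (525/598 nm) after 20 min at RT.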
Tb PFK block: blocks T. brucei phosphofructokinase | T. brucei PFK, ADP-Glo luminescence | O15648 | 0.17% of 330,000 active | Potency, µM (top dose mostly 57.5 µM), inactives show top-dose activity, negative = inhibition, actives largely listed as inhibitors | AID 485367;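 note: potency is the fitted concentration of half-maximal effect; 0% = uninhibited 1x PFK enzyme wells and -100% = no-enzyme wells; nearly all actives have a fitted effect of over 60% in size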
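Luminescent ADP detection (ADP-Glo, two-step: ATP depletion then ADP-to-ATP conversion for luciferase) reported PFK activity after 45 min room-temperature reaction of 1.25 nM enzyme with 0.5 mM F6P and 0.1 mM ATP at pH 8.0.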
RORgamma inh: inhibitors of mouse ROR gamma transcriptional activity; 5.4% of 310,000 active; P51450; Potency, µM (series often up to 53.6 µM), inactives show at the top dose activity change, negative = inhibition, hits mostly inhibitors; AID 2551; Drosophila S2 Gal4-RORgamma UAS-luciferase reporter, 20 h; note: potency is the fitted concentration of half-maximal effect; % is set by controls: 0 for no effect and ±100 for the full control effect; nearly all actives have a fitted effect of over 60% in size
Target sequence (P51450 whole entry, looked up, the tested form may be a part): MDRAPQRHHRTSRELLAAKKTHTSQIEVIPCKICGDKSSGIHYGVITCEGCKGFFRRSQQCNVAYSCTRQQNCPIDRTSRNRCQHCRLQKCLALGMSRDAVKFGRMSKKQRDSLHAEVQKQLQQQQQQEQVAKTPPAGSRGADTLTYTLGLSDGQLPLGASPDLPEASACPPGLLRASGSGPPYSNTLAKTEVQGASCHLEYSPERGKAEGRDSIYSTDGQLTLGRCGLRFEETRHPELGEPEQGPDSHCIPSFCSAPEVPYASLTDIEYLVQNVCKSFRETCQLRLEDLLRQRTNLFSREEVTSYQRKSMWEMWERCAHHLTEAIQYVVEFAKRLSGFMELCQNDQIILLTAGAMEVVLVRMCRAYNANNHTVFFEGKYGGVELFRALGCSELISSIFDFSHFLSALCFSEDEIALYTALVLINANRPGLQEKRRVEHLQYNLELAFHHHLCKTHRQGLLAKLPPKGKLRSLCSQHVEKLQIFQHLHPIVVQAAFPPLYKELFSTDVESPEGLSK
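A Gal4/UAS one-hybrid system in insect cells: metallothionein-promoter Gal4–ROR gamma fusion plus Photinus luciferase reporter. Copper sulfate 700 uM final, 20 hr ambient incubation, luminescent detection after 10 min with reagent.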
NPC1 prom act: activates the NPC1 promoter. Huh7 NPC1 promoter luciferase reporter, 24 h. 2.4% of 320,000 active. Potency, µM (series often up to 9.22 µM), for the others: top-dose activation, hits mostly activators;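 note: potency is the fitted concentration of half-maximal effect; % of control where 0% means no effect; nearly all actives have a fitted effect of over 60% in size; reporter is driven by a mutant NPC1 promoter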
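Luminescence from an NPC1 promoter-driven luciferase reporter in stably transfected Huh7 cells was measured after 24 h compound treatment at 37 °C, followed by 10 min ambient incubation with luciferase detection reagent.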
Rab9 prom act: Rab9 promoter activation | 2.8% of 320,000 active | Huh7 Rab9 promoter-luciferase reporter, luminescence, 24 h | Potency, µM (top dose mostly 9.22 µM), for the others: at the highest dose activation, negative = inhibition, hits mostly activators | AID 485297; note: potency is the fitted concentration of half-maximal effect; % of control where 0% means no effect; nearly all actives have a fitted effect of over 60% in size
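Huh7 cells stably carrying Rab9 promoter–luciferase reporter, plated 1500 cells/well, compound added after 2 h and incubated 24 h at 37 °C; luciferase luminescence then read after 10 min with detection reagent.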
uPA generation: inhibitors of cell surface uPA generation; cell surface uPA generation assay, qHTS; Potency, µM (titrated, usually from 38.3 µM), for inactives: at the top dose activity change, negative = inhibition, hits mostly inhibitors; 0.31% of 330,000 active; active = well fitted inhibition curve with a large enough effect; inconclusive = small, poorly fitted or top-dose-only effect; inactive = no such curve, though single readings can be large or run the other way; tested in mouse RAW 264.7 cells; note: potency is the fitted concentration of half-maximal effect; % is set by controls: 0 for no effect and ±100 for the full control effect; nearly all actives have a fitted effect of over 55% in size
Giardia killer: Giardia lamblia killing. 0.15% of 340,000 active. AID 540267. activity change, % at 7.66 µM, hits read low. Giardia lamblia trophozoite viability; in the data active = activity change below about -80%; inconclusive = between about -30% and that limit;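 note: parasites exposed to compound for two days anaerobically before the ATP read; % is set by controls: 0 for no effect and ±100 for the full control effect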
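Each well holds 100 Giardia trophozoites and compound. After two days (48 hrs) at 37 deg C in anaerobic conditions, ATP is quantified by luminescence.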
ELG1 genotoxic: inducers of genotoxicity in HEK293T ELG1-luciferase cells. Potency, µM (top dose mostly 46 µM), inactives show at the top dose activity change, positive = activation, hits mostly activators. HEK293T ELG1-luciferase reporter, luminescence, 16 h. 1.3% of 330,000 active. AID 504466; note: potency is the fitted concentration of half-maximal effect; % of control where 0% means no effect; nearly all actives have a fitted effect of over 60% in size
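16 hr compound incubation (37 °C, 5% CO2) of HEK293T cells carrying luciferase-tagged ELG1; luciferase then measured by ONE-Glo luminescence after 30 min at RT.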
KCNH2 3.1 inh: blocks the human KCNH2 3.1 channel isoform. 0.95% of 340,000 active. U2OS KCNH2 3.1, thallium flux FluxOr; stronger effect = lower value. activity change, % (tested at about 1.8 µM);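 active = maximum activity change below -70%; inconclusive = maximum activity change from -70% to -50%; inactive = maximum activity change above -50%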;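 note: thallium influx rate constant from kinetic fluorescence after stimulation buffer; % is set by controls: 0 for no effect and ±100 for the full control effect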
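Kinetic fluorescence (2 min after stimulation buffer) measures Tl+ influx through KCNH2 3.1 expressed by viral transduction in U2OS cells; the rate constant is normalized against DMSO controls serving as positive and negative references.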
VP16 counter: counter-screen for ROR gamma inhibitors: Gal4-VP16 reporter; Drosophila S2 Gal4-VP16 UAS-luciferase, luminescence, 20 h; Potency, µM (titrated, usually from 53.6 µM), for inactives: at the highest dose activity, negative = inhibition, usual class: inhibitors; 3.5% of 310,000 active; AID 2546;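 note: Gal4-VP16 expression switched on by copper sulfate through the metallothionein promoter; potency is the fitted concentration of half-maximal effect; % is set by controls: 0 for no effect and ±100 for the full control effect; nearly all actives have a fitted effect of over 50% in size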
Active calls of the source: *; u = inconclusive; x = not tested or not shown; [ ] = dose if it differs, or a comment. Unless noted, calls come from the whole dose curve; as a rule, active = well fitted curve in the direction sought with a large enough effect; inconclusive = small, poorly fitted or top-dose-only effect, or another doubt; inactive = no such curve, though single readings can be large; an effect the other way counts as inactive or inconclusive.

SMILES	FLuc modulator	Coupling enz	Tb PFK block	RORgamma inh	NPC1 prom act	Rab9 prom act	uPA generation	Giardia killer	ELG1 genotoxic	KCNH2 3.1 inh	VP16 counter
CNc1snc(C)c1C(=O)OCC(=O)c1ccc(OC)c(F)c1	-8.1%	x	4.5%	x	-6.9%	-13.5%	-26.9%	10.1	-2.2%	3.8	x
Cc1cccc(CC(=O)N2CCCC2)c1	-0.8%	2.1	0.6%	x	-2.8%	-1.3%	0.0%	-26.1	4.4%	-0.4	x
CCc1cc(C(=O)N=Nc2c(O)[nH]c3ccc([N+](=O)[O-])cc23)c2ccccc2n1	-7.4%	2.8	18.6%	3.6%[10 µM]	-0.1%	-2.8%	-4.3%	-11.3	-1.9%	-1.1	-45.8%
O=C(Nc1ccccc1)c1cccc(N2C(=O)CCC2=O)c1	-1.1%	0.2	-1.6%	-13.0%	0.0%	-3.8%	-1.5%	-1.9	0.8%	-1.0	6.8%
O=c1c2c([nH]c3ccc(Br)cc13)CCCC2	1.0%	1.8	-1.1%	-3.4%	-2.7%	-2.2%	8.8%	4.5	0.0%	-2.9	u
Cc1onc(-c2ccccc2)c1C(=O)NC(=S)NNC(=O)c1ccc(O)cc1	-3.4%	7.5	17.8%	-5.3%	5.5%	-3.6%	-4.4%	-4.6	-0.7%	13.3	-7.9%
CCOc1ccc(S(=O)(=O)/N=C(\N)c2ccccc2)cc1	5.7%	3.5	3.8%	u	1.3%	-7.9%	0.0%	-20.2	-10.1%	-4.8	-10.8%
COCc1cccc(C(=O)NC(c2ccccc2)c2ccccc2)c1	1.9%	1.2	2.8%	21.1%	-2.7%	-4.6%	3.5%	-12.5	-1.2%	20.2	-11.9%
COc1ccc(Cl)cc1NC(=O)CN(C)C(=O)Cc1ccc(-c2ccccc2)cc1	-15.6%	x	8.6%	x	-2.1%	-2.6%	-15.3%	11.9	-1.9%	1.5	x
O=C1/C(=C/c2ccccc2)NC(=S)N1C(c1ccccc1)c1ccccc1	0.2%	1.3	-5.8%	u	-22.6%	-20.8%	-10.4%	-19.8	10.6%	-0.2	-7.3%
Clc1ncnc2c1oc1ccccc12	9.53µM*	0.8	-13.4%	-36.0%	1.3%	-1.2%	-6.3%	1.1	u	-0.3	u
COc1cc(CCC(=O)Nc2cccc(C(F)(F)F)c2)cc(OC)c1OC	1.1%	-1.3	-4.2%	u	-2.9%	-0.2%	2.3%	-6.6	0.9%	-6.4	-12.3%
COc1cccc(-n2cc(CNCc3cn(C)nc3-c3ccccc3F)cn2)c1	-3.0%	0.6	4.0%	14.1%	-2.6%	0.3%	-4.7%	9.8	-4.8%	-42.1	u
COc1cc(C(=O)NC2=NCCS2)ccc1OCc1c(C)noc1C	u	-0.1	3.9%	-38.4%	-0.4%	1.2%	-1.0%	4.7	3.3%	-4.4	4.2%
Cc1ccc(C)c(C(=O)COc2ccc(C)nc2[N+](=O)[O-])c1	0.8%	-3.2	-1.8%	u	-4.9%	1.0%	-11.1%	-9.0	14.3%	5.2	u
CCc1ccc(NC(=O)Cn2nnc(C(=O)NCc3ccc4c(c3)OCO4)c2N)cc1	4.6%	-0.5	6.0%	-14.2%	0.5%	-9.7%	4.6%	2.2	14.8%	-8.4	-4.4%
COCCCNC(=O)c1ccc(N2CCOCC2)c(NS(=O)(=O)c2ccc(OC)cc2)c1	-0.1%	3.1	-2.0%	0.1%	0.7%	-3.5%	-7.8%	0.9	1.3%	8.7	11.6%
O=C(Nc1ccc(F)cc1F)c1csc(-c2cccs2)n1	6.75µM*	-1.3	0.6%	27.4%	-0.1%	u	2.3%	-2.6	-5.2%	-13.3	8.2%
COc1cc(/C=N/NC(=O)c2cccc(S(=O)(=O)N3CCCCC3)c2)cc(Br)c1O	-4.5%	0.1	2.9%	2.4%	-7.5%	-6.7%	-4.5%	-0.1	0.1%	7.0	2.1%
CC(C)OC(=O)CCCCCN1C(=O)CSC1=S	3.5%	0.2	0.5%	-11.8%	0.5%	-5.1%	-2.3%	-13.8	-9.8%	0.5	-0.2%
Nc1ccc(N(CCO)CCO)cc1	3.9%	-38.5*	-12.1%	-23.3%	0.5%	14.4%	-1.8%	1.2	0.9%	-19.9	-3.7%
C/C(Cl)=C\Cn1c(Nc2cccc(C)c2)nc2c1c(=O)n(C)c(=O)n2C	-0.8%	-4.3	0.6%	35.3%	24.3%	-0.3%	11.2%	15.4	3.8%	-4.6	-7.2%
CCOC(=O)c1oc2ccc(S(=O)(=O)Nc3ccc4c(c3)n(C)c(=O)n4C)cc2c1C	-2.4%	-1.2	-2.6%	94.2%	-11.4%	-27.5%	u	2.2	9.2%	4.8	u
O=C(COC(=O)c1ccccn1)Nc1c(Cl)cccc1Cl	0.8%	1.0	-2.2%	1.1%[10 µM]	2.6%	-6.2%	-3.4%	-26.1	1.7%	22.3	6.8%
CC(C)CCn1c(SCC(=O)NC2CC2)nc2cc(Cl)ccc2c1=O	-1.3%	x	2.9%	x	-0.4%	-2.5%	7.9%	15.2	-0.4%	3.6	x
Cc1ccc(OCC(=O)Nc2ccc3c(c2)OC(F)(F)O3)c([N+](=O)[O-])n1	6.5%	2.5	3.3%	30.6%	-4.9%	-1.3%	0.3%	u	1.5%	10.0	-19.1%
CCNC(=O)COc1ccc2ccccc2c1	u	-0.9	-2.1%	19.8%	20.2%	u	-0.9%	-5.2	u	17.4	5.6%
CCCS(=O)(=O)NCCc1cc2cc(C)c(C)cc2[nH]c1=O	-15.0%	0.3	6.2%	11.3%	5.6%	16.4%	-1.1%	-18.8	1.9%	-6.1	3.8%
O=C1CC(c2cccnc2)c2cc3c(cc2N1)OCCO3 (stereo not given)	-1.0%	-8.6	8.8%	-39.0%	-16.1%	-0.2%	-2.1%	10.1	11.8%	1.8	7.2%
CCCCNc1c(-c2ccc(SC3CCCCC3)cc2)nc2cnccn12	x	x	-1.0%	x	x	x	0.0%	15.7	1.5%	31.3	x
COc1cc2cc(CCCOC(=O)CCC(=O)O)oc(=O)c2cc1OC	1.5%	x	1.0%	x	0.3%	-2.1%	15.5%	-21.8	2.8%	-3.5	x
Cc1cccc(C)c1NC(=O)CNC(=O)c1cncc(Br)c1	-0.1%	1.3	-5.7%	1.6%	-0.6%	-0.4%	0.4%	4.4	-0.3%	3.8	7.0%
COC(=O)c1ccccc1NC(=O)C1CCC(=O)N1S(=O)(=O)c1ccc(C)cc1 (stereo not given)	-0.4%	4.0	-6.8%	-13.8%	-3.0%	1.5%	-0.9%	-7.7	0.5%	1.6	-3.9%
Cc1cc(Cl)nc(Cl)c1C(=O)NCCc1ccccc1	-13.3%	x	-7.3%	x	-1.0%	4.5%	u	3.7	2.8%	9.3	x
O=C(NCCSc1ccccc1)c1ccccc1Cl	7.57µM*	3.4	-1.1%	-21.4%	2.51µM*	3.16µM*	0.1%	-13.5	13µM*	10.5	-13.4%
CCOC(=O)c1c(C)n(C)c2ccc(OC)c(NC(=O)c3cccs3)c12	2.1%	-5.1	-3.9%	-3.7%	-3.1%	-0.7%	-0.7%	-1.4	-4.6%	7.2	1.2%
CC(=O)N[C@@H]1[C@@H](O)[C@@H]2OC(c3ccccc3)OC[C@H]2O[C@@H]1N=[N+]=[N-] (stereo not given in full)	-0.2%	4.2	1.2%	-19.2%	0.1%	-0.1%	12.2%	25.9	0.0%	16.5	7.1%
CCN(CC)C(=O)c1ccc(Nc2nnc(-c3ccc(O)cc3)c3ccccc23)cc1	-12.6%	3.1	0.6%	8.5%	-6.4%	-0.9%	-13.7%	0.7	-0.8%	-19.7	-22.6%
CCOC(=O)CC1COCCN1C(=O)c1cc(COc2ccc(F)cc2Cl)on1 (stereo not given)	u	x	-2.1%	u	1.9%	16.9%	9.8%	10.4	-5.1%	7.4	-8.9%
O=C(NCCc1cccs1)C1CC(c2cccc(F)c2)=NO1 (stereo not given)	-4.1%	-6.1	-8.7%	17.0%	-2.1%	-9.1%	4.5%	-1.3	-2.4%	3.0	u
CCCN(CCC)S(=O)(=O)c1cc(CN2C(=O)c3cccnc3C2=O)ccc1OC	1.8%	-1.4	-3.2%	3.6%	-0.4%	5.2%	5.4%	3.0	-5.0%	-7.1	3.2%
CC1CN(S(=O)(=O)c2ccccc2)CC(C)O1 (stereo not given)	-0.7%[2.3 µM]	2.8	3.1%	10.0%	1.3%	10.3%	x	14.3	0.1%	-18.5	2.7%
CCCCCCS(=O)Cc1ccccc1 (stereo not given)	2.2%	1.3	4.5%	20.4%	-3.0%	-0.9%	-2.3%	-9.8	0.1%	-4.7	-2.5%
